HCV inhibitor: blocks hepatitis C virus; Huh7.5.1 HCVcc-Cre infection, luciferase reporter, 44 h; Potency, µM (highest dose often 41.8 µM), without a hit: at the highest dose activity change, negative = inhibition, actives largely listed as inhibitors; 340,000 compounds, 3.4% hits; note: potency is the fitted concentration of half-maximal effect
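Seed cells (1,000/well) for 4 h; treat with compound and infect with HCVcc-Cre, moi about 0.5. Incubate 44 h, then detect luciferase activity.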
HCMV inh: blocks human cytomegalovirus replication; HFF cells, HCMV-luciferase reporter, 72 h; active compounds read low; activity change, negative = inhibition, % at 57.5 µM; 410,000 compounds, 4.5% hits; AID 1259415; in the data active = activity change below about -60%; inconclusive = no clear call, values can overlap the other calls; inactive = above about -39%
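Two-dose cell screen: HFF monolayers treated with compounds and infected with luciferase-expressing HCMV at 1 PFU/cell, 72 h at 37C, then lysed for luciferase measurement.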
AMA1 RON2 block: AMA1-RON2 (P. falciparum) interaction inhibition; AlphaScreen AMA1-biotinylated RON2 peptide binding; Potency, µM (top dose mostly 58.2 µM), without a hit: at the top dose activity change, negative = inhibition, most hits filed as inhibitors; 360,000 compounds, 0.2% hits;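 note: potency is the fitted concentration of half-maximal effect; 0% = vehicle wells and -100% = peptide control; nearly all actives have a fitted effect of over 45% in size; some results filed as inactive show a strong effect at the top dose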
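AMA1 (3D7) with his tag at 25 nM final met compounds first, then biotinylated RON2 peptide at 25 nM; detection used donor plus acceptor beads, 10 µg/mL apiece, read by AlphaScreen after 30 min at room temperature.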
Giardia FBPA inh: Giardia lamblia aldolase inhibition. purified Giardia FBPA. AID 2451. A8B2U2. Potency, µM (series often up to 59.6 µM), without a hit: top-dose activity, negative = inhibition, usual class: inhibitors. 290,000 compounds, 0.71% hits; note: potency is the fitted concentration of half-maximal effect; nearly all actives have a fitted effect of over 55% in size
Target sequence (A8B2U2 whole entry, looked up): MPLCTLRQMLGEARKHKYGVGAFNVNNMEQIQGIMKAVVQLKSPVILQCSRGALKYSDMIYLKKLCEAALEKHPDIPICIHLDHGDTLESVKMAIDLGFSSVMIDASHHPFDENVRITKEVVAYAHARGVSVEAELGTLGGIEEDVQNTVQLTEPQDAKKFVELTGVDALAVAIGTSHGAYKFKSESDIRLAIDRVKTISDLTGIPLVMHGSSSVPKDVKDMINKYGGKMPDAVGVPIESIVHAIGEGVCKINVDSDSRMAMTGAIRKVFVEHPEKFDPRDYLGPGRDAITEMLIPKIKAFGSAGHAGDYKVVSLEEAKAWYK
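Giardia FBPA (40 nM reagent) was preincubated 10 min at RT with compound (up to 57.5 uM final), then substrate plus GAPDH/TPI/NAD/arsenate coupling system with diaphorase/resazurin was added; resorufin fluorescence (525/598 nm) was read after 20 min.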
AmpC inh detg: AmpC beta-lactamase inhibition with detergent present. P00811. AmpC hydrolysis of nitrocefin, absorbance 480 nm, 0.01% Triton. Potency, µM (doses to about 114 µM), for the others: at the highest dose activity change, negative = inhibition, actives largely listed as inhibitors. 370,000 compounds, 0.041% hits. AID 485294;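 note: potency is the fitted concentration of half-maximal effect; 0% = no-compound wells and -100% = no-enzyme wells; nearly all actives have a fitted effect of over 25% in size; some results filed as inactive show a strong effect at the top dose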
Target sequence (P00811 whole entry, looked up): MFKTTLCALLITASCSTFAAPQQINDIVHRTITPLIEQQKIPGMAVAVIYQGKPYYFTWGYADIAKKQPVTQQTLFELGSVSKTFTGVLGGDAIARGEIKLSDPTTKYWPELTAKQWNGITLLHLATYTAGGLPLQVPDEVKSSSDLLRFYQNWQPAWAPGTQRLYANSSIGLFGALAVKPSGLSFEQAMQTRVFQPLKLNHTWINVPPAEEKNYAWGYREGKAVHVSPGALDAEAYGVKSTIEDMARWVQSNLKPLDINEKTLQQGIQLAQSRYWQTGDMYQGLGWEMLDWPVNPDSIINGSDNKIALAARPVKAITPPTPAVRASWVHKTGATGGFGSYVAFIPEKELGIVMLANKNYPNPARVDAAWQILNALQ
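AmpC (5.3 nM in the dispensed reagent) in 20 mM phosphate pH 7.0 with 0.01% (detergent screen) or 0.0001% Triton X-100 was preincubated with compounds for 15 min at room temperature. Nitrocefin was then added from an 800 uM solution, and hydrolysis was followed at 480 nm.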
Sm TGR block: inhibitors of Schistosoma mansoni thioredoxin glutathione reductase; Q962Y6; purified TGR, DTNB reduction, TNB absorbance 405 nm; Potency, µM (highest dose often 114 µM), for the others: at the top dose activity change, negative = inhibition, usual class: inhibitors; 360,000 compounds, 3% hits; AID 485364; note: potency is the fitted concentration of half-maximal effect; nearly all actives have a fitted effect of over 60% in size
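Kinetic colorimetric format: TGR-catalysed, NADPH-driven DTNB reduction monitored via TNB absorbance. Enzyme dispensed at 20 nM; compound exposure 15 min at room temperature before reaction start.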
Starred values were filed as active, the others as inactive; ? = inconclusive; . = not tested or not shown; & = joins results of further samples; [ ] = dose if it differs, or a comment. Unless noted, calls come from the whole dose curve; as a rule, active = well fitted curve in the direction sought with a large enough effect; inconclusive = small, poorly fitted or top-dose-only effect, or another doubt; inactive = no such curve, though single readings can be large; an effect the other way counts as inactive or inconclusive. Unless noted, % is set by controls: 0 for no effect and ±100 for the full control effect.

SMILES | HCV inhibitor | HCMV inh | AMA1 RON2 block | Giardia FBPA inh | AmpC inh detg | Sm TGR block
COc1ccccc1NC(=O)N(Cc1ccco1)Cc1cc2cccc(C)c2[nH]c1=O | -28.2%&-61.7% | 14.2 | -13.5% | 0.1% | -4.8% | -7.6%
C/C(=N\Nc1ccccn1)c1ccc(N2CCOCC2)cc1 | -9.8% | 107.3 | 21.0% | -17.9% | -14.7% | -11.9%
O=C(CN1C(=O)NC2(CCCC2)C1=O)OCCOc1cccc(Cl)c1 | -4.5% | -16.1 | 12.3% | . | -9.2% | -1.3%
Cc1ccccc1OCC(=O)N1CCN(C(=O)COc2ccccc2C)CC1 | -14.2% | ? | ? | . | 4.6% | -1.2%
CCC(C)Sc1ccc([C@H]2N[C@@](Cc3ccccc3)(C(=O)OC)[C@H]3C(=O)N(C)C(=O)[C@@H]23)cc1 (some centres undefined) | ? | 104.2 | -11.3% | . | -8.5% | -16.1%
CCCOC(=O)CN1C(=O)c2ccc(C(=O)OCCC)cc2C1=O | 10.8% | -0.6 | 0.0% | -0.8% | -8.0% | -26.4%
Cc1cc(-c2c(C)[nH]n(-c3ccccc3)c2=O)n[nH]1 | 13.0% | -28.4 | 9.7% | -29.3% | 0.5% | .
CC(C)NC(=O)C1(O)c2ccccc2NC(=O)N1c1ccc(Cl)c(Cl)c1 (centres undefined) | 3.2%&0.1% | 49.4 | -6.2% | 5.0% | 1.4% | 1.3%
Cc1cc(C)cc(-n2nc(C)cc2N)c1 | 10µM* | 33.3 | -0.7% | 0.4% | 1.0% | 3.9%
Oc1ccc(C=Nc2ccccc2-c2nc3ccccc3[nH]2)cc1 | 6.4% | 14.1 | 6.4% | -14.6% | -7.0% | -0.7%
COc1ccccc1CNC(=O)CCNS(=O)(=O)/C=C/c1ccc(C)cc1 | -2.5% | -14.9 | -8.2% | . | . | .
CN(C)CCCn1c(N)c(S(=O)(=O)c2ccccc2)c2nc3ccccc3nc21 | -6.4% | . | -8.7% | 0.8% | -5.8% | 2.0%
Cc1c(NC(=O)COc2cccc3c2OC(C)(C)C3)c(=O)n(-c2ccccc2)n1C | 14.4% | 18.9 | -4.1% | 5.7% | 4.5% | 4.2%
CCN(CC)c1ccc(CNc2ccc3c(c2)ncn3C(C)(C)C)cc1 | -27.7% | -67.7* | 28.2µM* | 4.6% | 0.7% | ?
CCCN(C(=O)CSc1nnc2ccccn12)C1CCS(=O)(=O)C1 (centres undefined) | 14.8% | 2.2 | 3.2% | . | -1.4% | -7.4%
Cc1cccc(NC(=O)C2CC3CCC2C3)c1C (centres undefined) | 4.9% | 0.0 | -11.4% | . | . | .
Cc1nc(SCC(=O)NC2CC2)c2c(C)c(C)sc2n1 | -23.3% | 8.5 | -3.6% | 5.5% | 3.5% | 1.6%
COc1cc(C(=O)Nc2ccc(Nc3ccccc3)cc2)cc(OC)c1OC | ? | 17.7 | ? | 3.4% | -2.1% | 3.5%
CCOC(=O)c1cc(C(=O)Nc2ccc(C)c(F)c2)nn1C | ? | 17.7 | -10.7% | 1.5% | -8.1% | 1.1%
COC(=O)CCC(=O)NNC(=O)c1ccc(Cl)cc1Cl | . | -24.1 | 59.7%[activator] | 2.0% | 0.1% | 6.1%
CCn1c(=S)sc2c(=O)n(CC(=O)Nc3ccc(OC)cc3)c(C)nc21 | 1.5% | -6.9 | 1.8% | 14.4% | 2.6% | 0.9%
O=C(CCc1ccccc1)OCC(=O)c1ccc([N+](=O)[O-])cc1 | 10.2% | ? | -11.6% | 1.1% | 3.6% | -0.7%
COc1cccc(N2C(=O)NC(=O)/C(=C/c3ccc4c(c3)Cc3ccccc3-4)C2=O)c1 | 13.0% | 15.0 | 7.6% | -8.8% | -12.7% | ?
COc1ccc(OC)c(NC(=O)C(=S)NC2CCCCC2)c1 | -16.3% | -28.0 | 22.6% | -6.1% | -11.3% | .
Cc1c(C(=O)N2CCN(c3ccccn3)CC2)oc2ccccc12 | -20.3% | 33.6 | 14.2% | 16.6% | 4.6% | -10.2%
Cc1ccc(-n2nc(C(=O)Nc3ccc(Br)cc3C)c(=O)n(C)c2=O)cc1 | . | 2.2 | . | . | 4.0% | -1.1%
COc1cccc(C2/C(=C(/O)c3ccc4c(c3)CC(C)O4)C(=O)C(=O)N2c2nnc(C)s2)c1 (centres undefined) | 16.7% | -32.3 | 10.7% | . | -7.9% | -31.0%
C[C@H](CO)N1C[C@H](C)[C@@H](CN(C)S(=O)(=O)c2ccccc2)Oc2ccc(NC(=O)CCN3CCOCC3)cc2C1=O | -5.5% | 5.4 | 5.3% | . | . | .
CN(C)CCNC(=O)c1ccc2c(=O)n3c(nc2c1)CCCCC3 | . | -1.4 | . | . | 13.2% | -6.0%
Cc1ccccc1-n1c(SCC(=O)N2CCCCC2)nc(O)cc1=O | 3.6% | 19.8 | 12.2% | . | 1.4% | -26.5%
CCC1Oc2ccc(C)cc2N(CC(=O)N2CCOCC2)C1=O (centres undefined) | 15.1% | 5.6 | -5.1% | 18.9% | 1.4% | 8.5%
CCOC(=O)c1cc(NC(=O)N2CCCCC2)c(C)nc1C | -14.5% | 9.7 | 15.6% | 6.2% | -0.5% | 3.3%
O=C(O)c1ccccc1NC1CCCCC1NS(=O)(=O)c1ccccc1 (centres undefined) | -5.9% | 16.6 | 3.6% | 1.5% | ? | -12.0%
CCC(=O)N1c2ccccc2CC1C(=O)NCCN1CCN(c2cc(Cl)ccc2C)CC1 (centres undefined) | . | -1.4 | . | . | -7.6% | -0.4%
C=CCNc1nc(-c2ccccc2)c(C(=O)OCC)cc1C#N | ? | 20.8 | 30.7%[activator] | 1.3% | -4.8% | 0.4%
COC(=O)c1ccc(COC(=O)c2ccc(N(C)C)cc2)cc1 | -19.4% | 17.6 | 5.7% | -2.2% | ? | 15.8%
CCOc1ccc(NC(=O)Nc2c(C)n(C)n(-c3ccccc3)c2=O)cc1 | 3.8% | 2.9&0.1 | 15.0% | 8.4% | -8.0%&-1.0% | -21.2%&-0.4%
COc1ccc(/C=C/C(=O)OCC(=O)NC2CCCC2)cc1 | -23.8% | 8.4 | -0.2% | . | -11.7% | -2.9%
Cc1ccc(-c2n[nH]c(=O)c3ccccc23)cc1S(=O)(=O)NCCO | ? | -9.5 | -17.6% | 2.5% | ? | -0.9%
CC1CCN(C(=O)CN2CC(C)Sc3ccccc32)CC1 (centres undefined) | . | 22.5 | . | . | 9.7% | 3.0%
Cc1ccc(Nc2c(-c3ccccc3O)nc3ncccn23)cc1 | ? | 0.0 | 3.8% | -10.4% | 0.2% | 12.9%
Cc1c(C(=O)N2CCc3ccccc32)oc2ccccc12 | ? | 25.9 | 17.0% | -8.2% | ? | -10.3%
Brc1ccc(-c2nc3ccccc3s2)s1 | 1.9% | 130.3 | 48.0%[activator] | -1.8% | -10.2% | -24.0%
Cc1nn2c(-c3ccc(F)cc3)ccnc2c1Cl | 20.7% | 11.5 | 18.9% | -5.7% | 3.9% | 14.0%
COc1cccc(CN2CC(C(=O)NC3(c4ccccc4)CC3)CCC2=O)c1 (centres undefined) | 28.5% | 31.7 | 20.5% | . | 4.6% | -13.4%
CNC(=O)/C(C#N)=C/c1c(N2CCCCCC2)nc2ccccn2c1=O | -3.8% | -15.3 | -10.9% | -2.0% | -7.4% | 2.4%
COc1cc2cc(CN(CCc3cccc(C)c3)C(=S)NCCCN(C)C)c(=O)[nH]c2cc1OC | ? | -89.8* | -1.6% | 6.0% | -4.9% | -18.5%
Cc1cc(N/C=C\C(=O)c2ccc(Cl)c(Cl)c2)no1 | 4.2% | 39.6 | -5.9% | -0.1% | 0.5% | 7.2%
COc1ccc(/C=C/C(=O)N(C(C)C)C(C)C)cc1Br | -5.6% | -18.9 | -1.9% | -4.3% | -2.0% | -2.9%
CCOC(=O)c1cc(NC(=O)Nc2nc3ccccc3s2)c(C)nc1C | -2.3% | -21.6 | 8.9%[11.6 µM] | 4.1% | ? | -1.5%
C[N+](C)(C)CCOC(N)=O | 1.6% | 15.6 | -5.4% | 0.9% | ? | 2.4%
Fc1ccccc1/C=N/Nc1nc2ccccc2o1 | 3.9% | 26.5 | 34.2%[activator] | -3.0% | -4.2% | -3.1%
CCC(C)c1ccccc1NC(=S)Nc1cccnc1 (centres undefined) | -7.8% | 14.2 | 15.9% | -0.2% | ? | ?
CN1C(=O)NC(=O)C2(Cc3ccccc3N3CCOCC32)C1=O (centres undefined) | 12.3% | -1.7 | 6.3% | -0.9% | 2.2% | -4.0%
COc1cc2c(cc1OC)CN(CC(=O)NC(=O)NC1CCCCC1)CC2 | -24.0% | -3.3 | 18.3% | -12.6% | -3.6% | -2.7%
O=C(Cn1c(=O)nc(-c2ccccc2)c2cc(Cl)ccc21)NCCc1ccccc1 | . | 12.8 | . | . | 13.2% | -11.4%
CC(Oc1ccc(Cl)cc1Cl)c1nc(-c2ccccn2)no1 (centres undefined) | ? | 10.4 | 13.8% | -0.4% | ? | -22.1%
CSc1sc(C(=O)N2CCCCC2)c(-c2cccs2)c1C#N | 8.5% | -19.0 | -13.0% | 10.8% | -2.2% | -0.1%
COc1cccc(C(=O)Nc2ccccc2N2CCCC2)c1 | ? | -6.1 | -12.9% | -10.0% | 1.1% | 0.9%
COc1ccc(OC)c(/C=C2\SC(=S)N(NS(=O)(=O)c3ccccc3)C2=O)c1 | -3.7% | 39.2 | -6.2% | -28.5% | 0.6% | -5.7%
CC12C(=O)N(c3ccc(OC(=O)c4ccco4)cc3)C(=O)C1C1c3ccccc3C2c2ccccc21 (centres undefined) | 0.5% | -30.1 | -18.4% | -2.1% | -4.3% | -14.2%
COc1ccc(CCNC(=O)c2ccc(=O)[nH]c2)cc1OC | -2.9% | 49.5 | 3.2% | 3.6% | -11.9% | -8.7%

Screening data (PubChem)
